# RSV antiviral HEp-2: inhibition of RSV-induced cytopathic effect – HEp-2 cells, primary 10 µM value included (AID 2391). 310,000 tested, 0.13% active. CPE inhibition, % at 10 µM, or IC50 in µM where a hit was titrated. HEp-2 cells, RSV-induced CPE inhibition; higher % means a stronger effect; in the data active means a potency from the dose series; further: strong numbers were not always called active
# LYP phosphatase: inhibitors of LYP phosphatase, biochemical, fluorescence intensity, uHTS (AID 1779); recombinant LYP phosphatase, fluorescence intensity; higher % means a stronger effect; inhibition, % at 11.5 µM; hits with a dose series show IC50 in µM; 290,000 tested, 0.054% active; in the data active means inhibition above about 50%;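 further: plate controls were vehicle with enzyme for no effect and no enzyme for full effect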
# WT yeast gro inh: growth inhibition of WT yeast, mitochondrial fusion screen | inhibition, % at 10 µM | mitochondrial fusion phenotypic screen, WT strain | 190,000 tested, 2.1% active | AID 1362; in the data active means inhibition above about 58%; tested in S. cerevisiae
# NS5 inhibitors: flavivirus cap methylation enzyme inhibition – biochemical, confirmation dose response, primary screen (AID 588689) | inhibition, % at 25 µM; hits with a dose series show IC50 in µM | 340,000 tested, 0.3% active | Dengue-2 NS5 methyltransferase capping enzyme assay, biochemical; higher % means a stronger effect; in the data active means a potency from the dose series
# AID2073: inhibitors of Mint1-CaV2.2 protein interaction, biochemical, HTRF (AID 2073). 290,000 tested, 0.19% active. HTRF protein-protein interaction, Mint1-CaV2.2; higher % means a stronger effect. one-dose inhibition, % at 20 µM; IC50 in µM for titrated hits; in the data active means inhibition mostly above about 51%, no sharp cut-off; further: some results filed as inactive read as strong as hits
# UTI89 phage lysis: inhibition of K1F phage lysis, E. coli UTI89, bacterial capsule biogenesis inhibitors, alamar blue (AID 488966); inhibition, % at 100 µM, or IC50 in µM where a hit was titrated; E. coli UTI89 K1F phage lysis, alamar blue, 2 h; higher % means a stronger effect; 340,000 tested, 0.02% active;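 active means phage lysis inhibition, versus mean bacterial control, above a set limit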;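 further: capsule biogenesis inhibitors block K1F phage lysis so surviving cells raise fluorescence; higher fluorescence means more inhibition of phage lysis; actives were called in the ten point dose series up to 300 µM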
# Autophagy HCS: autophagy modulation, high-content screen; MEF GFP-LC3 puncta imaging; test concentration mostly 10 µM; calls only at 10 µM (by protocol); 190,000 tested, 0.98% active; AID 463193;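 active means percentage of spot-positive cells more than 3 SD above its plate mean, without a fluorescence outlier flag or 80% toxicity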;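 further: spot-positive cell cutoff set from DMSO-treated cells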
# GPR35 antagonists: GPR35 antagonists blocking zaprinast-driven arrestin recruitment, primary screen, imaging, U2OS, beta-arrestin-GFP, zaprinast agonist (AID 2058). U2OS GPR35 beta-arrestin-GFP translocation imaging, zaprinast antagonism; higher % means a stronger effect. 290,000 tested, 0.052% active. inhibition, % at 10 µM, or IC50 in µM where a hit was titrated;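 active means inhibition of at least 50% with at least 30 cells and total cytoplasm GFP at most 10,000,000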
# NTR1 agonist: NTR1-driven beta-arrestin-GFP spot formation – imaging, U2OS cells, high content, primary screen (AID 493036); P30989; agonist mode; activation, % at 20 µM; 330,000 tested, 0.17% active;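 active means activation at or above 40% of the spot to cytoplasm intensity ratio, with at least 20 cells analyzed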;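 further: 0% = DMSO without peptide and 100% = 100 nM NTR1 peptide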
# Target sequence (P30989 whole entry, looked up): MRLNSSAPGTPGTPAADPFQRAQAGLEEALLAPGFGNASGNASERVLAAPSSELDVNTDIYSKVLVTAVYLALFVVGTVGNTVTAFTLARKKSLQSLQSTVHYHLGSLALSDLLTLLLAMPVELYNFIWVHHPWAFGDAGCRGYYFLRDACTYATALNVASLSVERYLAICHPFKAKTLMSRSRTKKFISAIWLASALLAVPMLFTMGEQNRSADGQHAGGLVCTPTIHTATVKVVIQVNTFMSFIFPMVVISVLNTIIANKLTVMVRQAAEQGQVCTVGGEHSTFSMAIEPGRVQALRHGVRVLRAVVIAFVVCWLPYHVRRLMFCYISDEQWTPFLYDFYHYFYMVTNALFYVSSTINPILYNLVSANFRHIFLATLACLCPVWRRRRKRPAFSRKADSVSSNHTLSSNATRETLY
# WT yeast gro inh mutant strain: also measured in WT yeast gro inh; calls as there; inhibition, %; mitochondrial fusion phenotypic screen, mutant strain inhibition
# Autophagy HCS cell loss 18 h: recorded beside Autophagy HCS, whose call it bears; toxicity, %; measured here: cell loss, nuclei count;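 cell loss after 18 h compound exposure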
# NTR1 agonist cell count 20 µM: recorded beside NTR1 agonist, whose call it bears; cell count; measured here: cell count, cytotoxicity flag
# NS5 inhibitors pilot replicate: further read-out of NS5 inhibitors, marked with its call; inhibition, %; measured here: pilot screen replicate inhibition
# Numbers without * were called inactive; i = inactive; / = not tested or not shown; [ ] = dose if it differs, or a comment.
SMILES,RSV antiviral HEp-2,LYP phosphatase,WT yeast gro inh,WT yeast gro inh mutant strain,NS5 inhibitors,AID2073,UTI89 phage lysis,Autophagy HCS,Autophagy HCS cell loss 18 h,GPR35 antagonists,NTR1 agonist,NTR1 agonist cell count 20 µM,others
CCOc1ccccc1/C=C/C(=O)c1ccc(Cl)cc1,3.2%,-2%,19,-6,1%,-1%,-7.1%,i,7,-10%,2.2,56,
CN1CCCN(C(=O)c2cc3c(s2)CCCC3)CC1,-0.8%,-5%,/,/,-5%,-13%,0.2%,/,/,1%,1.0,56,
COc1ccc(C(c2nnnn2C2CCCC2)N2CCC(C)CC2)cc1 (centres undefined),4.1%,-2%,2,-7,/,0%,0.7%,i,-9,27%,1.9,48,
CCCCS(=O)(=O)N1CCC(C(=O)Oc2ccc(Cl)cc2)CC1,1.9%,-8%,/,/,-1%,0%,7.7%,/,/,-5%,1.3,63,
COC(=O)c1[nH]c2ccccc2c1NC(=O)C(C)N1CC(C)OC(C)C1 (centres undefined),1.1%,2%,/,/,/,5%,/,/,/,3%,0.2,52,
COCCNC(=S)N1CCCN(c2nc3cc(C)ccc3cc2C#N)CC1,15%,-8%,/,/,2%,-1%,-0.7%,/,/,10%,4.4,58,
COc1ccc(N2CCN(C(=O)CSc3nnc(-c4ccc5[nH]c(C)c(C)c5c4)o3)CC2)cc1,2.3%,-3%,1,-6,-2%,4%,0.2%,i,9,-10%,0.7,59,
CCOc1ccc(C(=O)Nc2cccc(-c3ccc(N4CCOCC4)nn3)c2)cc1OCC,-0.4%,/,/,/,8%,/,0.4%[50 µM],/,/,/,1.9,58,
O=C1CN(C(=O)CSc2nc3cc(Cl)ccc3c(=O)n2Cc2ccccc2)c2ccccc2N1,46%,2%,7,-12,-8%,28%,0.3%,i,-3,-3%,-0.3,80,
CCNC(=O)COc1ccc(C=O)cc1OC,2.0%,-3%,-7,-1,1%,-3%,0.3%,i,0,9%,1.2,48,
Cc1ccc(-c2c(C(=O)N/N=C/c3cccs3)nnn2-c2nonc2N)cc1,2.6%,-6%,/,/,-8%,3%,0.2%,/,/,1%,1.0,58,
COCCn1c(N)c(N(Cc2ccccc2)C(=O)c2cc3ccccc3o2)c(=O)[nH]c1=O,-1.5%,-3%,-2,5,5%,25%,-0.3%,i,-15,-2%,-0.2,62,
COc1ccc2[nH]cc(C(=O)CN3CCCC(C)(C)C3)c2c1,0.4%,-4%,/,/,-3%,11%,0.2%,/,/,-1%,-1.1,86,
Cc1ccc(N(CC(=O)N2CCOCC2)S(=O)(=O)c2ccccc2)cc1,2.1%,-6%,-13,7,-1%,19%,2.8%,i,-3,7%,0.5,80,
O=C(Cc1cccs1)Nc1nnc(COc2ccccc2)s1,-1.7%,/,/,/,-3%,/,0.1%,i,17,/,1.0,92,
CC(c1nnc(SCC(=O)Nc2ccc3[nH]c(=O)[nH]c3c2)n1Cc1ccccc1)N(C)C (centres undefined),1.7%,-1%,1,8,-1%,-4%,0.2%,i,-11,-11%,-1.7,103,
Cc1cccc(CN2C(=O)/C(=C\c3ccc(C(=O)NCCCN4CCN(C)CC4)cc3)Oc3ccccc32)c1,-3.8%,-24%,/,/,-12%,46%,1.1%,/,/,-3%,13,54,
O=C(CSc1nnc(NC(=O)Cc2ccccc2)s1)NCC1CCCO1 (centres undefined),-0.1%,2%,-3,-5,-7%,2%,1.0%,i,14,-5%,0.7,56,
Cc1ccccc1C(=O)NCCSc1ccccc1,1.8%,-7%,/,/,-4%,8%,0.6%,i,9,-9%,1.7,60,
CCOc1cccc(C2/C(=C(\O)c3ccc4c(c3)OCCO4)C(=O)C(=O)N2Cc2ccncc2)c1 (centres undefined),4.0%,-9%,/,/,-1%,5%,11%,/,/,-5%,0.9,64,
C=CCNC(=O)CSc1nnc(-c2ccccn2)n1Cc1ccccc1,0.3%,-3%,-10,-16,-9%,10%,-0.6%,i,-12,-2%,1.3,51,
O=c1[nH]c2ccsc2c(=O)n1CCO,1.2%,-8%,/,/,2%,23%,1.1%,/,/,13%,-0.6,42,
O=C(CN(Cc1ccco1)C(=O)c1cc(=O)[nH]c2ccccc12)Nc1ccccc1C(F)(F)F,2.6%,-2%,-18,-2,-4%,25%,1.2%,i,-10,15%,-0.6,74,
CCOC(=O)C(/C(C)=N/NC(=O)c1ccccc1[N+](=O)[O-])C(C)C (centres undefined),/,-4%,-15,-3,-6%,2%,-1.5%,i,-20,-2%,1.6,83,
O=C(CCNS(=O)(=O)c1ccc(Br)cc1)N1CCCCCCC1,-1.5%,/,/,/,-1%,/,0.6%[50 µM],/,/,/,-0.8,79,

# Reprinted from the part before: 6 entries; new compounds follow.
SMILES,RSV antiviral HEp-2,LYP phosphatase,WT yeast gro inh,WT yeast gro inh mutant strain,NS5 inhibitors,AID2073,UTI89 phage lysis,Autophagy HCS,Autophagy HCS cell loss 18 h,GPR35 antagonists,NTR1 agonist,NTR1 agonist cell count 20 µM,others
CCOc1cccc(C2/C(=C(\O)c3ccc4c(c3)OCCO4)C(=O)C(=O)N2Cc2ccncc2)c1 (centres undefined),4.0%,-9%,/,/,-1%,5%,11%,/,/,-5%,0.9,64,
C=CCNC(=O)CSc1nnc(-c2ccccn2)n1Cc1ccccc1,0.3%,-3%,-10,-16,-9%,10%,-0.6%,i,-12,-2%,1.3,51,
O=c1[nH]c2ccsc2c(=O)n1CCO,1.2%,-8%,/,/,2%,23%,1.1%,/,/,13%,-0.6,42,
O=C(CN(Cc1ccco1)C(=O)c1cc(=O)[nH]c2ccccc12)Nc1ccccc1C(F)(F)F,2.6%,-2%,-18,-2,-4%,25%,1.2%,i,-10,15%,-0.6,74,
CCOC(=O)C(/C(C)=N/NC(=O)c1ccccc1[N+](=O)[O-])C(C)C (centres undefined),/,-4%,-15,-3,-6%,2%,-1.5%,i,-20,-2%,1.6,83,
O=C(CCNS(=O)(=O)c1ccc(Br)cc1)N1CCCCCCC1,-1.5%,/,/,/,-1%,/,0.6%[50 µM],/,/,/,-0.8,79,
Cc1ccc(CNS(=O)(=O)NCc2ccccc2)cc1,0.3%,-5%,-15,-7,-5%,-2%,-0.7%,i,2,2%,-1.3,65,
COc1ccc(N=C2SC(CC(=O)Nc3ccccc3)C(=O)N2Cc2ccccn2)cc1 (centres undefined),0.6%,-2%,-14,14,-2%,-6%,0.1%,i,-8,5%,1.0,45,
Cc1ccc(C)c(CSc2nnc(C)c(=O)n2N)c1,-0.8%,6%,-1,-8,-1%,1%,0.0%,i,-4,-4%,-0.1,66,
Cc1ccc(C(=O)N2CCN(S(=O)(=O)c3ccccc3[N+](=O)[O-])CC2)o1,0.2%,0%,-8,0,-3%,6%,0.0%,i,3,4%,3.5,59,
S=C(/N=c1/sccn1Cc1ccccc1)NC1CC1,3.9%,0%,/,/,-10%,-42%,0.2%,/,/,8%,-1.0,40,
COc1ccc(-c2nc3nc(N)nn3cc2C)cc1F,6.8%,-8%,-3,4,0%,8%,0.1%,i,-2,-18%,0.1,70,
COc1cccc(/C=N/NC(=O)c2ccccc2NC(=O)c2ccco2)c1OC,1.2%,-2%,/,/,-13%,-6%,0.4%,/,/,3%,0.0,53,
O=C(C1CC1)N1N=C(c2ccncc2)CC1(O)C(F)(F)F (centres undefined),-1.1%,-1%,-8,-8,4%,0%,0.9%,i,-10,-4%,0.7,51,
O=C(Nc1c(F)c(F)c(F)c(F)c1F)C1CCCCC1,1.4%,-7%,2,-1,-4%,2%,1.1%,i,9,2%,-1.0,33,
N#Cc1c(N)nc2c(c1-c1ccncc1)CCCCCC2,2.7%,/,/,/,7%,/,0.0%,i,1,/,4.6,78,NS5 inhibitors pilot replicate=3.9
COc1cc(/C=N/NC(=O)CC#N)cc(Br)c1O,0.7%,-2%,-3,-5,/,-17%,-0.2%,i,-7,-12%,-1.2,33,
Cc1cc(C)n(S(=O)(=O)c2ccc(Cl)c(Cl)c2Cl)n1,0.7%,0%,5,3,2%,-2%,-0.9%,i,-2,-9%,5.7,85,
CCC(C)NC(=O)c1cn(-c2cccc(C)n2)cn1 (centres undefined),0.1%,-11%,-3,-2,-7%,8%,0.6%,i,-2,-9%,0.5,75,
COc1ccc(CN2CCC(N3CCC(C(=O)N4CCOCC4)CC3)CC2)c(F)c1,-1.4%,-5%,10,-2,-9%,-2%,1.2%,i,-17,5%,-0.3,47,
O=C1CN(C(=O)CNCc2ccccc2)c2ccccc2N1,-0.1%,-14%,/,/,2%,6%,-0.2%,/,/,-1%,-0.8,49,
C=CCN=C(NC#N)SCc1ccccc1,2.2%,-9%,-2,-2,6%,10%,1.0%,i,-24,13%,-2.8,69,
COc1ccccc1CCNC(=O)c1cccc(S(=O)(=O)NCc2ccccc2)c1,-0.7%,/,/,/,-5%,/,-0.4%[50 µM],/,/,/,2.2,40,
O=C(C1CC1)N1CCc2cc(Br)cc(S(=O)(=O)NCCCN3CCCC3)c21,0.3%,1%,-1,-5,-2%,-1%,0.3%,i,-9,-20%,-2.3,65,
COc1ccc(NC(=O)CSc2c(C)n[nH]c2C)cc1,1.1%,-12%,-7,-2,13%,-4%,1.7%,i,2,-1%,-0.3,56,
O=C(CN(Cc1ccccc1)C(=O)CCC(=O)Nc1nccs1)NCC1CCCO1 (centres undefined),-0.1%,-4%,/,/,18%,8%,-0.3%,/,/,-4%,-0.9,44,
CCN(CC)CCCNC(=O)c1cc2nc3c(c(C(F)(F)F)n2n1)CCc1ccccc1-3,-2.0%,-4%,6,7,-3%,5%,1.8%,i,-21,-3%,0.1,37,
COc1ccc(NC2CCCN(C(=O)c3ccc(OC)o3)C2)cc1 (centres undefined),1.5%,-10%,/,/,3%,-5%,-0.4%,/,/,-1%,0.0,69,
Cc1cc(C)c(C)c(S(=O)(=O)N2C(=S)NC(=O)C2C(C)C)c1C (centres undefined),2.5%,4%,25,31,-5%,-6%,0.3%,i,-2,5%,2.3,36,
COCCn1c(-c2ccc(Cl)cc2)cnc1SCC(=O)NCCc1ccc(OC)c(OC)c1,8.2%,-2%,0,6,2%,-8%,-0.1%,i,-14,-6%,-1.0,80,
O=C(/C=C/c1ccc2c(c1)OCO2)NCCS(=O)(=O)N1CCN(c2ccc(F)cc2)CC1,9.0%,/,/,/,-4%,/,0.7%[50 µM],/,/,/,0.7,56,
COC(=O)c1ccc(OS(=O)(=O)c2ccc(NC(C)=O)cc2)cc1,2.5%,-3%,16,-6,-6%,-9%,0.9%,i,-7,4%,1.0,49,
CN(C)S(=O)(=O)c1ccc(Cl)c(NC(=O)CN2C(=O)NC3(CCc4ccccc43)C2=O)c1 (centres undefined),0.4%,/,/,/,-15%,/,0.7%[50 µM],/,/,/,-1.1,60,
O=C(NCCc1ccccc1)c1nccc2ccccc12,1.3%,/,/,/,-1%,/,3.4%,/,/,/,1.7,46,
CN(c1ccccc1)S(=O)(=O)c1cccc(NC(=O)c2ccc(=O)[nH]c2)c1,0.3%,/,/,/,-13%,/,1.2%[50 µM],/,/,/,1.4,50,
O=C1[C@H]2CCCC[C@H]2C(=O)N1CCCCN1CCN(c2nsc3ccccc23)CC1,-2.0%,/,/,/,4%,/,5.0%,/,/,/,-0.1,52,

# Bioassay records from PubChem BioAssay.
